NTR1 ag = NTR1-driven beta-arrestin-GFP spot formation – imaging, U2OS cells, high content, primary screen (AID 493036); P30989; agonist mode; 0.17% of 330,000 active; activation, % at 20 µM;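 active means activation at or above 40% of the spot to cytoplasm intensity ratio, with at least 20 cells analyzed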;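 further: 0% = DMSO without peptide and 100% = 100 nM NTR1 peptide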
Target sequence (P30989 whole entry, looked up): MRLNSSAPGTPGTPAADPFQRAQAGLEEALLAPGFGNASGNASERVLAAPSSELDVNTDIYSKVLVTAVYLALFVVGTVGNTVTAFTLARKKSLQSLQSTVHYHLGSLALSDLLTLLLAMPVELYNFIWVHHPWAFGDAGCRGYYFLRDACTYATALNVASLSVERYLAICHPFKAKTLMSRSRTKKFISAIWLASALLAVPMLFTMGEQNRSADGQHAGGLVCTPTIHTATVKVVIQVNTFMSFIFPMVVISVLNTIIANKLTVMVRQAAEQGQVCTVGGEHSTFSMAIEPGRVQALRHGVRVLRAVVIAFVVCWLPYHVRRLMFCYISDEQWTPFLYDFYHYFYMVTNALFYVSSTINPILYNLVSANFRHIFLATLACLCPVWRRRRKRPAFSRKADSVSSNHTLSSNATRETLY
SIAH1 antagonists = Siah-1 peptide-binding antagonists, primary screen, biochemical, fluorescence polarization, rhodamine-plectin, uHTS (AID 1817); Siah-1 / rhodamine-plectin peptide fluorescence polarization; higher % means a stronger effect; displacement, % at 20 µM; hits with a dose series show IC50 in µM; 0.02% of 290,000 active;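 active means displacement of at least 50% at 20 µM, with a fluorescence ratio check between 0.3 and a set limit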;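 further: plate controls were Siah plus tracer with DMSO for no effect and tracer alone without Siah for full effect; strong numbers were not always called active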
GPR35 arrestin U2OS = GPR35 antagonists blocking zaprinast-driven arrestin recruitment, primary screen, imaging, U2OS, beta-arrestin-GFP, zaprinast agonist (AID 2058); U2OS GPR35 beta-arrestin-GFP translocation imaging, zaprinast antagonism; higher % means a stronger effect; 0.052% of 290,000 active; one-dose inhibition, % at 10 µM; IC50 in µM for titrated hits;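 active means inhibition of at least 50% with at least 30 cells and total cytoplasm GFP at most 10,000,000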
NS5 inhibitors = Dengue-2 NS5 methyltransferase inhibitors, primary screen, biochemical, confirmation dose response (AID 588689); Dengue-2 NS5 methyltransferase capping enzyme assay, biochemical; higher % means a stronger effect; inhibition, % at 25 µM; hits with a dose series show IC50 in µM; 0.3% of 340,000 active; in the data active means a potency from the dose series
AID2073 = inhibitors of Mint1-CaV2.2 protein interaction, biochemical, HTRF (AID 2073). HTRF protein-protein interaction, Mint1-CaV2.2; higher % means a stronger effect. inhibition, % at 20 µM, or IC50 in µM where a hit was titrated. 0.19% of 290,000 active; in the data active means inhibition mostly above about 51%, no sharp cut-off; further: some results filed as inactive read as strong as hits
GPR55 beta-arrestin = selective activators of receptor GPR55 – imaging, U2OS cells, beta-arrestin-GFP redistribution, primary screen (AID 1961) | U2OS GPR55 beta-arrestin-GFP redistribution imaging; higher % means a stronger effect | one-dose activation, % at 10 µM; EC50 in µM for titrated hits | 0.048% of 290,000 active;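 active means activation above 40% with more than 50 cells counted in the well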;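 further: U2OS osteosarcoma cells stably expressing GPR55 and beta-arrestin-GFP; plate controls were DMSO negative control for no effect and LPI positive control for full effect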
GPR55 antagonists = inhibition of LPI-stimulated GPR55 beta-arrestin translocation – imaging, U2OS, beta-arrestin-GFP, LPI agonist, primary screen (AID 2013); U2OS GPR55 beta-arrestin-GFP translocation imaging, LPI antagonism; higher % means a stronger effect; one-dose inhibition, % at 10 µM; IC50 in µM for titrated hits; 0.13% of 290,000 active;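 active means spots per cell inhibited over 60%, with over 100 cells counted and total cytoplasm intensity under 500,000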;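 further: U2OS cells stably carrying GPR55 and arrestin-GFP stimulated by 5 µM LPI near EC80; imaged beta-arrestin-GFP aggregate spots per cell after agonist stimulation; plate controls were LPI-stimulated DMSO wells for no effect and DMSO wells without LPI for full effect; some results filed as inactive read as strong as hits; confirmed hits need IC50 under 10 µM and bright autofluorescent wells are also inconclusive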
UTI89 phage lysis = inhibition of K1F phage lysis, E. coli UTI89, bacterial capsule biogenesis inhibitors, alamar blue (AID 488966); E. coli UTI89 K1F phage lysis, alamar blue, 2 h; higher % means a stronger effect; inhibition, % at 100 µM; hits with a dose series show IC50 in µM; 0.02% of 340,000 active;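 active means phage lysis inhibition, versus mean bacterial control, above a set limit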;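 further: capsule biogenesis inhibitors block K1F phage lysis so surviving cells raise fluorescence; higher fluorescence means more inhibition of phage lysis; actives were called in the ten point dose series up to 300 µM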
HIV peptide binding = inhibitors of HIV fusion peptide binding, primary screen, biochemical, uHTS, fluorescence dequenching (AID 1986). inhibition, % at 20 µM; hits with a dose series show IC50 in µM. 0.3% of 290,000 active. cell-free peptide binding, fluorescence dequenching, 30 min; higher % means a stronger effect; in the data active means inhibition mostly above about 52%, no sharp cut-off; inactive means mostly below about 76%; further: some results filed as inactive read as strong as hits
NTR1 ag cell count 20 µM = recorded beside NTR1 ag, whose call it bears; cell count; measured here: cell count, cytotoxicity flag
NS5 inhibitors pilot replicate = also measured in NS5 inhibitors; calls as there; inhibition, %; measured here: pilot screen replicate inhibition
Active calls of the source: *; · = not tested or not shown; [ ] = remark or other dose.

SMILES	NTR1 ag	NTR1 ag cell count 20 µM	SIAH1 antagonists	GPR35 arrestin U2OS	NS5 inhibitors	AID2073	GPR55 beta-arrestin	GPR55 antagonists	UTI89 phage lysis	HIV peptide binding	others
O=[N+]([O-])c1ccc(CN2CCN(c3ccccc3Cl)CC2)o1	-0.3	64	4%	12%	-3%	4%	0.6%	3%	-0.8%	-1.2%
CC(=O)Nc1ccc(S(=O)(=O)N2CCC(C(=O)NCCC(=O)NCc3ccncc3)CC2)cc1	-0.7	66	10%	11%	1%	-11%	-0.1%	11%	0.4%	0.5%
Cc1ccc(Nc2nnc(SC(C)C(=O)Nc3c(C)n(C)n(-c4ccccc4)c3=O)s2)cc1 (configuration not stated)	2.7	48	6%	11%	2%	-10%	0.2%	7%	-15%	1.1%
CCCCN(CC)Cc1c(C)[nH]c2c(ccc3ccccc32)c1=O	-0.1	93	1%	-2%	-1%	19%	-0.1%	10%	-0.1%	-0.6%
COc1cc(S(=O)(=O)N2CCN(c3ccccn3)CC2)ccc1Br	1.0	59	5%	-2%	-6%	2%	-0.4%	-1%	0.0%	0.7%	NS5 inhibitors pilot replicate=-5.2
COc1cc2ccccc2cc1C(=O)O	-0.3	78	-6%	6%	-10%	0%	-0.1%	2%	1.1%	0.1%
CC(=O)c1cccc(NC(=S)NC(=O)c2ccccc2C)c1	2.8	65	2%	12%	-1%	-18%	-0.1%	7%	0.0%	-1.3%
COc1cc2c(c3oc(-c4ccccc4)cc(=O)c13)C=CC(C)(C)O2	12	89	-1%	-2%	-9%	30%	-0.2%	8%	-6.0%	-1.7%
Cc1cc(C)cc(C(=O)NCC(=O)N2CCC3(CC2)NCCc2[nH]cnc23)c1	-0.1	58	5%	1%	-4%	2%	-0.1%	10%	0.3%	-0.2%
O=c1cc(-c2ccc3c(c2)OCO3)oc2ccccc12	0.0	62	6%	-5%	-1%	34%	0.5%	9%	7.3%	0.8%
CCOC(=O)C1C(=O)C=C(/C=C/c2ccc(N(C)C)cc2)CC1c1ccccc1 (configuration not stated)	-2.5	78	-3%	7%	·	36%	1.1%	15%	3.9%	148%
CC(C)CNS(=O)(=O)c1ccc(S(=O)(=O)N2CCC(N3CCCCC3)CC2)cc1	0.7	39	11%	8%	11%	-5%	-0.1%	5%	0.3%	0.7%
O=C(CNC(=S)N(CCCN1CCOCC1)Cc1cccs1)NCc1ccccc1Cl	-0.7	59	-6%	22%	0%	-28%	-0.1%	5%	-0.4%	-0.2%
O=C(COc1ccc2oc(-c3ccccc3)cc(=O)c2c1)NCc1ccco1	1.2	66	3%	6%	-10%	23%	0.5%	4%	0.5%	3.2%
Cc1ccc(/C=N/n2c(-c3ccccn3)n[nH]c2=S)o1	-0.2	64	-2%	9%	2%	-48%	-0.1%	6%	-0.6%	-2.9%
CCOc1ccc(NC(=O)NC(C)c2ccc3c(c2)OCO3)cc1 (configuration not stated)	0.3	64	-3%	17%	-1%	2%	-0.1%	-8%	0.1%	-2.9%
COc1ccc(NC(=O)CC2C(=O)N(c3ccc(F)cc3)C(=S)N2NC(=O)c2ccc(Cl)cc2)cc1 (configuration not stated)	3.0	51	-3%	6%	-3%	12%	0.2%	6%	0.2%	0.6%
CCn1c2ccccc2c2cc(Nc3cc(C)nc4ncnn34)ccc21	5.1	82	3%	-9%	-3%	20%	3.4%	-22%	0.5%	-0.9%
Cc1cc(Oc2nc3c(C)cccn3c(=O)c2/C=C(\C#N)S(=O)(=O)c2ccc(Cl)cc2)ccc1Cl	12	46	6%	-8%	-1%	12%	0.6%	14%	6.6%	11%
COc1ccc(CN2CCN(Cc3ccc4ccccc4c3)CC2)cc1OC	-0.4	50	12%	-3%	3%	14%	0.3%	10%	0.1%	2.3%
CN(Cc1ccon1)C(=O)CC1C(=O)NCCN1CC(C)(C)C (configuration not stated)	1.9	38	-1%	4%	4%	5%	-0.1%	14%	0.6%	2.0%
CCOc1ccccc1-n1c(=S)sc2c(=O)n(-c3ccc(C)cc3)c(=S)[nH]c21	4.0	57	7%	-2%	-3%	14%	-0.6%	12%	0.1%	1.7%
COC(=O)C1=C(C)N(CCC2=CCCCC2)C(=O)C1	-0.7	56	2%	8%	-4%	-4%	-0.3%	6%	3.2%	1.3%
CCOc1ccc(N2C(=O)CC(N3CCN(c4ccc(Cl)cc4)CC3)C2=O)cc1 (configuration not stated)	1.1	61	0%	-10%	-6%	16%	-0.1%	-2%	1.7%	-0.5%
CCC1CCCCN1C(=O)COc1ccc(N(C)S(=O)(=O)c2ccc(C)cc2)cc1 (configuration not stated)	3.1	48	-4%	2%	-8%	2%	-0.1%	-5%	1.1%[50 µM]	-2.2%
CCOC(=O)c1cc(-c2ccccc2)sc1NC(=O)C(C)OC(=O)c1cccnc1OCC (configuration not stated)	1.7	37	1%	-6%	3%	-1%	0.3%	3%	1.2%[50 µM]	0.6%
COc1ccccc1N1CCN(C(CNS(C)(=O)=O)c2cccnc2)CC1 (configuration not stated)	-0.7	89	-5%	27%	-20%	0%	0.1%	12%	0.1%	-1.8%
COC(=O)c1cc(-c2ccccc2)nc2nc(SC)[nH]c(=O)c12	2.6	111	0%	3%	-2%	24%	-0.1%	6%	0.2%	-0.9%
COc1cc(OC)c(S(=O)(=O)N2CCN(C(=O)c3ccco3)CC2)cc1NC(C)=O	1.1	60	0%	25%	3%	14%	0.6%	1%	-0.5%	-1.8%
Cn1c(CSCCOc2ccccc2)n[nH]c1=S	0.9	32	-5%	6%	-4%	-11%	0.2%	4%	-0.2%	-1.2%
Cc1onc(-c2c(F)cccc2Cl)c1C(=O)OCC(=O)Nc1c(C)n(C)n(-c2ccccc2)c1=O	-0.3	86	-6%	5%	-2%	-5%	-0.3%	10%	3.9%	0.8%
CC(C)(C)N1CSC(=S)N(Cc2ccccc2)C1	3.5	76	0%	-12%	-3%	3%	0.4%	19%	0.7%	0.7%
S=C(Nc1ccc2snnc2c1)N1CCN(c2ccccn2)CC1	-1.5	48	1%	-7%	4%	-42%	0.3%	6%	-0.9%	2.1%
C[C@@]12C(=O)N(CC3CC3)CC(=O)N1[C@H](C1CC1)[C@@H]1C(=O)N(c3ccccc3)C(=O)[C@@H]12	1.0	81	1%	6%	-2%	3%	-0.2%	-4%	3.3%	-1.3%
CC1(C)COC2(OC1)C(=O)Nc1ccccc12	0.4	39	-5%	5%	-9%	-6%	-0.3%	-5%	0.3%	-0.8%
O=c1cc(N2CCCC2)c2ccccc2o1	-0.2	58	5%	9%	2%	6%	-0.1%	-8%	0.2%	0.7%
CCCCN1CC(=O)N2[C@H](c3ccc(Cl)cc3)[C@@H]3C(=O)N(CC)C(=O)[C@@H]3[C@]2(C)C1=O	0.3	55	3%	-8%	-10%	12%	0.2%	2%	0.1%	1.1%
Cc1nc(N/N=C\c2ccc3c(c2)OCO3)sc1C	1.7	53	-2%	-8%	-2%	4%	-0.1%	0%	0.1%	-2.7%
CC(C)c1cc(=O)n2[nH]c(SCc3ccccc3)nc2n1	-0.6	97	2%	-1%	-4%	7%	-0.1%	-2%	1.5%	1.2%
CCOC(=O)N1CCN(S(=O)(=O)c2c(C)nn(C)c2C)CC1	-0.1	41	-4%	-15%	-1%	-2%	-0.1%	-15%	0.3%	1.5%
CCOc1cc(N2CCOCC2)c(OCC)cc1NC(=O)CSc1ncn[nH]1	2.9	58	-7%	12%	-2%	8%	-0.5%	-10%	0.9%	-3.4%
CC1(C)C2CCC(C2)C1(C)NC(=O)CN1CCCC1 (configuration not stated)	-0.9	53	5%	4%	-1%	4%	0.3%	7%	0.7%	2.4%	NS5 inhibitors pilot replicate=-0.3
CC(C)OC(=O)c1nn2c(C(F)(F)F)cc(-c3ccco3)nc2c1Cl	1.8	49	8%	-6%	-23%	55%	-0.5%	-4%	0.3%	30%
Cc1ccc(NC(=S)Nc2ccc3[nH]c(=O)[nH]c3c2)cc1	5.2	61	10%	2%	-2%	-27%	0.3%	20%	0.0%	0.2%
CCCCC(Nc1ncnc2ccccc12)C(=O)O (configuration not stated)	-0.3	54	-2%	-4%	-8%	-2%	0.0%	12%	4.2%	2.7%
COc1ccc(Cl)cc1NC(=O)CN(C)CC(=O)Nc1ccccc1-c1ccccc1	3.0	72	-2%	-7%	-3%	2%	-0.4%	-8%	-0.6%	0.5%
CCn1cnc2c1c(=O)n(CC(=O)OC(C)C(N)=O)c(=O)n2Cc1ccccc1 (configuration not stated)	0.2	53	-1%	10%	0%	-1%	0.4%	8%	-0.2%[50 µM]	-0.2%
COc1ccc(C(=O)NC2CCCCC2)cc1S(=O)(=O)N1CCOCC1	0.3	36	-1%	-3%	-4%	3%	-0.2%	8%	0.4%	-2.1%
Cc1cccc(C(=O)N/N=C/c2ccc(OCC(=O)N3CCCCC3)cc2)c1	2.4	46	4%	0%	2%	-4%	-0.1%	9%	0.1%[50 µM]	-2.5%
COC(=O)CNC(=O)Cc1c(F)cccc1Cl	-0.7	51	6%	-6%	-2%	2%	-0.1%	2%	5.5%	-1.5%
Cc1cc(C(=O)Nc2ccccc2C(=O)O)oc1C	0.2	43	4%	3%	-2%	10%	0.0%	1%	-0.3%	-0.9%
O=C(CS(=O)(=O)c1ccc(Cl)cc1)Nc1nnc(-c2cccs2)o1	0.9	61	5%	2%	-7%	30%	0.2%	3%	0.4%	0.1%
O=C(CSc1ccccc1)N1CCN(S(=O)(=O)c2ccccc2F)CC1	-1.6	35	0%	-12%	3%	-16%	-0.2%	-10%	0.0%	-0.4%
CC(C(=O)N1CCN(c2ccc([N+](=O)[O-])cc2)CC1)N1C(=O)C2CC=CCC2C1=O (configuration not stated)	-0.7	51	3%	-14%	-11%	1%	0.1%	-9%	0.1%	-0.9%

Structures from the list above containing a thiophene ring, fused or not, in the order listed:
SMILES	NTR1 ag	NTR1 ag cell count 20 µM	SIAH1 antagonists	GPR35 arrestin U2OS	NS5 inhibitors	AID2073	GPR55 beta-arrestin	GPR55 antagonists	UTI89 phage lysis	HIV peptide binding	others
O=C(CNC(=S)N(CCCN1CCOCC1)Cc1cccs1)NCc1ccccc1Cl	-0.7	59	-6%	22%	0%	-28%	-0.1%	5%	-0.4%	-0.2%
CCOC(=O)c1cc(-c2ccccc2)sc1NC(=O)C(C)OC(=O)c1cccnc1OCC (configuration not stated)	1.7	37	1%	-6%	3%	-1%	0.3%	3%	1.2%[50 µM]	0.6%
O=C(CS(=O)(=O)c1ccc(Cl)cc1)Nc1nnc(-c2cccs2)o1	0.9	61	5%	2%	-7%	30%	0.2%	3%	0.4%	0.1%

Compound activity as filed in PubChem BioAssay.
